Compound activity (PubChem)
RGS12 GoLoco inh – blocks human Gai1 binding to RGS12 GoLoco peptide, red readout | AID 880 | Potency, µM (titrated, usually from 61.6 µM), without a hit: top-dose activity, negative = inhibition, usual class: inhibitors | P63096 | actives 0.44% (n = 230,000) | Gai1:RGS12 GoLoco peptide FP, rhodamine, 10 min; active = well fitted inhibition curve with a large enough effect, not every such curve was filed as active; inactive = no such curve, though single readings can be large or run the other way; also: % is scaled to controls: 0 for no effect and ±100 for the full control effect; nearly all actives have a fitted effect of over 30% in size; many of its hits are not listed in these tables
Target sequence (P63096 whole entry, looked up): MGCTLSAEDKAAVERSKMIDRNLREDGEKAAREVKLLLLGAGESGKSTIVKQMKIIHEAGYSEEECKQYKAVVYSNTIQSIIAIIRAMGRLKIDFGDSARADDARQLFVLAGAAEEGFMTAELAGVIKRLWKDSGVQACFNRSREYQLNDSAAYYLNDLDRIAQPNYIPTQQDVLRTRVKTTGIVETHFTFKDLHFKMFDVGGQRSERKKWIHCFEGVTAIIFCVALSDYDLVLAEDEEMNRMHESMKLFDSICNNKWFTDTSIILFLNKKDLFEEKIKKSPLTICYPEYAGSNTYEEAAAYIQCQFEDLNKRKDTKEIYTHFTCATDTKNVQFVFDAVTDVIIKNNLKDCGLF
IMPase Li inh – membrane-permeable IMPase blocker, potentiated with lithium; CHO-M1 cells, IP1 TR-FRET (IP-One), carbachol + lithium; Potency, µM (titrated, usually from 59.4 µM), for inactives: at the highest dose activity, negative = IMPase inhibition, actives largely listed as inhibitors; actives 0.35% (n = 210,000);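 also: IP1 builds up when IMPase is blocked and the TR-FRET signal falls; plate controls were basal vehicle for no effect and high inhibitor control for full effect; nearly all actives have a fitted effect of over 50% in size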
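Readout is a homogeneous TR-FRET IP1 immunoassay (Ex 320, Em 665 and 620), where raised cytosolic IP1 lowers signal. Cells were CHO-M1 treated 30 min at 37C with test compounds plus a little lithium; AC50 values came from Hill-equation fitting.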
HTT ATP protect – Huntington cell model cytoprotection by ATP luminescence; PC12 HTT-Q103 induced, cytoprotection, ATP luminescence, 40 h; Potency, µM (top dose mostly 56.4 µM), inactives show cytoprotection (ATP increase), actives largely listed as activators; actives 0.14% (n = 230,000); AID 1471;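 also: % of control where 0% means no effect; nearly all actives have a fitted effect of over 45% in size; toxic huntingtin expression switched on by the ecdysone agonist tebufenozide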
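Quantitative HTS on tebufenozide-induced (100 nM) PC12 cells expressing HTTQ103 exon 1–GFP; compounds tested as a concentration series; survival measured via cellular ATP.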
GAA glycogen mod – alters human alpha-glucosidase cleavage of glycogen; actives 0.38% (n = 300,000); recombinant GAA, glycogen substrate, Amplex Red glucose oxidase fluorescence; Potency, µM (titrated, usually from 76.4 µM), inactives show at the highest dose activity change, negative = inhibition, actives largely listed as inhibitors;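 also: 0% = full enzyme reaction and -100% = no-enzyme basal signal; the screen sought inhibitors and activators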
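Natural-substrate format: glycogen cleavage by 4 nM human enzyme, glucose read by Amplex Red coupling (Ex 573, Em 610 nm). Normalized to enzyme and no-enzyme controls.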
GAA inhib – blocks human lysosomal alpha-glucosidase; P10253; purified human GAA, 4-MU-alpha-glucoside fluorescence; AID 1466; actives 0.005% (n = 200,000); Potency, µM (highest dose often 76.9 µM), for the others: at the highest dose activity change, negative = inhibition, usual class: inhibitors;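 also: plate controls were uninhibited enzyme wells for no effect and no-enzyme background for full effect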
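qHTS format, compound range up to 77 uM. Human lysosomal enzyme at 4 nM, 400 uM 4-MU glucoside substrate, pH 5.0, 20 min room temperature; fluorescence after alkaline stop gives activity normalized to controls.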
HTT aggregate – inhibitors of mutant huntingtin aggregate formation in PC12 cells. Potency, µM (titrated, usually from 46.1 µM), for inactives: at the highest dose activity change, negative = inhibition, hits mostly inhibitors. actives 1.1% (n = 220,000). PC12 HttQ103-GFP aggregates, Acumen cytometry, 40 h; also: % is scaled to controls: 0 for no effect and ±100 for the full control effect; nearly all actives have a fitted effect of over 60% in size
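Inducible Q103 Huntingtin exon 1–GFP PC12 line, 1500 cells/well in phenol red free DMEM with 5% equine and 5% calf serum. Tebufenozide 100 nM induced expression; compounds titrated; aggregates quantified by cytometry.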
aGlu spleen mod – inhibitors or activators of human alpha-glucosidase in spleen homogenate; human spleen homogenate, 4-MU-alpha-glucoside fluorescence; P10253; actives 0.006% (n = 240,000); Potency, µM (series often up to 79.9 µM), inactives show top-dose activity change, negative = inhibition, usual class: inhibitors;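 also: 0% = enzyme with vehicle and -100% = no enzyme basal signal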
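Human spleen homogenate (1 ug) incubated with compounds and 1 mM 4-methylumbelliferyl-alpha-D-glucopyranoside in pH 5.0 citrate/phosphate buffer, 37 C, 40 min. Stopped at pH 10; 4-MU fluorescence (Ex 365/Em 440 nm); AC50 by Hill fit.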
* marks the source's active call; other numbers are inactive results; ? = inconclusive; nt = no result given; & = joins results of further samples; [ ] = dose if it differs, or a comment. Unless noted, calls follow the shape of the dose curve; as a rule, active = well fitted curve in the direction sought with a large enough effect; inconclusive = small, poorly fitted or top-dose-only effect, or another doubt; inactive = no such curve, though single readings can be large; an effect the other way counts as inactive or inconclusive. Potency is read from the fitted curve at half-maximal effect. Only part of the results is shown. The share of hits here may be higher or lower than overall.

SMILES	RGS12 GoLoco inh	IMPase Li inh	HTT ATP protect	GAA glycogen mod	GAA inhib	HTT aggregate	aGlu spleen mod
CC1=C(C(=O)OC2CCCCC2)C(c2ccc(C)o2)C2=C(CCCC2=O)N1 (centres undefined)	-2.4%	-2.0%[38.3 µM]	-5.1%	-5.3%	?	-4.1%	-4.9%
COC(=O)[C@@H](NC(=O)Nc1ccc(OC)cc1)C(C)C	-8.5%	8.5%[38.3 µM]	-9.0%[0.04 µM]	7.8%	0.5%	-17.9%	-20.7%
Cc1cc[n+](CC(=O)c2cc3ccccc3oc2=O)cc1	7.7%	5.3%	-18.6%[10 µM]	-10.5%	?	-13.9%	-5.8%
Cc1cc(C)c2nc(-c3ccccn3)cc(C(=O)NCc3ccc(S(N)(=O)=O)cc3)c2c1	32.6%[activator]	-6.1%	-7.9%[10 µM]	10.6%	-0.7%	1.3%	3.4%
Cc1cc2ccccc2c(=O)n1CC(=O)NCC(=O)N1CCN(c2ccccc2F)CC1	3.6%	-0.9%[38.3 µM]	-7.9%	12.0%	-6.5%	-16.9%	-8.5%
COc1ccc(N=C2C(=O)N3c4c(cccc42)C(C)=CC3(C)C)cc1	-3.5%	9.1%	5.7%[10 µM]	?	?	13.5%	-0.4%
COc1ccc(N2C(=O)CC(N(C)CCc3ccc(OC)c(OC)c3)C2=O)cc1 (centres undefined)	10.9%	15.1%	32.6%[10 µM]	4.6%	11.2%	27.5%[9.22 µM]	-5.8%
CC(NC(=O)c1ccco1)C(=O)OCc1cccc(Cl)c1 (centres undefined)	0.5%	-8.3%[38.3 µM]	-10.7%	-12.7%	-7.3%	15.4%	3.6%
CC(C)(C)C(=O)NC1(C(F)(F)F)NC(=O)N(c2ccccc2F)C1=O (centres undefined)	-8.3%	nt	-7.9%[10 µM]	5.0%	nt	-23.9%[9.22 µM]	1.3%
Cc1cc(C(N)=O)c2ccccc2n1	11.6%	-4.7%[38.3 µM]	-26.1%	6.4%	-0.5%	-2.9%	-8.1%
Cc1ccc(C)c(C(=O)COC(=O)c2cccc(N3C(=O)c4c(C)nc5ccccc5c4C3=O)c2)c1	17.5%	-7.7%	nt	0.4%	-7.3%	11.7%	-3.2%
O=C(CCn1cccc1)NCc1ccc(Cl)cc1	5.6%	-15.4%[38.3 µM]	2.3%	5.2%	-2.5%	0.2%	-5.3%
CCCNC1=CC(=O)CC(C)(C)C1	-6.4%	-17.8%	nt	-2.2%	-5.5%	11.9%	0.9%
O=S(=O)(c1ccccc1)c1ccc(C(F)(F)F)cn1	-2.6%	4.5%	-47.8%[inhibitor]	-12.7%	-3.4%	-16.9%	-0.4%
O=C(Nc1ccc(F)cc1)NC1CCN(Cc2ccccc2)CC1	-3.2%	4.8%	30.0%	5.1%	3.4%	2.9%	-3.7%
O=C(NCc1ccccc1)N(Cc1cc2cc3c(cc2[nH]c1=O)OCCO3)CC1CCCO1 (centres undefined)	4.9%	-9.0%[38.3 µM]	-12.3%	8.4%	1.8%	-1.6%	-1.5%
Cc1ccc(Cn2ccc(NC(=O)c3cc4nc(-c5ccco5)cc(C(F)(F)F)n4n3)n2)cc1	6.6%	-19.1%[38.3 µM]	-104.1%[inhibitor]	-0.3%	0.4%	-2.2%	-6.4%
O=C(CN1CCOCC1)c1c[nH]c2ccccc12	-4.7%	-8.6%[38.3 µM]	-2.3%	-1.0%	0.6%	9.2%	-7.3%
COc1ccc(CC2(CO)CCN(Cc3ccc(OC(F)(F)F)cc3)CC2)cc1	6.7%	6.8%	9.4%[10 µM]	13.3%	?	7.7%[9.22 µM]	3.9%
NC(C(=O)O)c1cccc(O)c1 (centres undefined)	6.2%	-2.1%	-69.1%[inhibitor]	nt	nt	nt	-1.1%
Cc1ccsc1C(=O)N(c1nc2ccccc2s1)c1c(C)cccc1C	7.3%	21.0%[38.3 µM]	-37.9%	-2.3%	-7.1%	-29.6%	-1.8%
CC(C)(C)SCCNC(=O)CN(c1ccc(F)cc1)S(=O)(=O)c1ccccc1	6.2%	2.1%	8.0%[10 µM]	-11.9%	nt	-5.0%[9.22 µM]	1.9%
Cc1c(C)n(Cc2ccccc2)c2ncnc(N)c12	-0.7%	2.4%[38.3 µM]	-17.7%	6.5%	-1.6%	?	0.8%
O=C(Nc1cccnc1)c1ccc2snnc2c1	6.6%	-6.1%[38.3 µM]	-8.1%	7.2%	4.6%	5.7%	-2.7%
COC(=O)CSc1nc(N)c(C#N)c(-c2ccc(O)cc2)c1C#N	6.5%	nt	1.0%[10 µM]	-1.5%	-19.2%	-14.4%[9.22 µM]	-3.2%
SMILES	RGS12 GoLoco inh	IMPase Li inh	HTT ATP protect	GAA glycogen mod	GAA inhib	HTT aggregate	aGlu spleen mod
CCN(C(=O)CSc1nc2ccccc2c(=O)n1-c1cccc(C)c1)C1CCS(=O)(=O)C1 (centres undefined)	-9.7%	0.3%	4.8%	4.7%	2.8%	-8.6%	1.0%
O=C(N/N=C/c1ccco1)c1ccc(N2CCCC2=O)cc1	0.3%	2.3%	16.1%[10 µM]	-5.6%	-2.2%	-12.6%	2.8%
CCOC(=O)C1CCCN(S(=O)(=O)c2cccs2)C1 (centres undefined)	-3.9%	-2.9%[38.3 µM]	0.2%[10 µM]	2.7%	-0.5%	1.1%	-5.4%
Cc1ccc2cc(CN(C(=O)c3ccncc3)C(C)C)c(=O)[nH]c2c1	33.3%[activator]	-3.0%[38.3 µM]	-19.6%[0.074 µM]	-0.4%	-4.1%	20.1%[9.22 µM]	1.8%
O=C(OCc1ccccc1)N1CCOCCOCCN(C(=O)OCc2ccccc2)CCOCCOCC1	-1.2%	19.9%[38.3 µM]	-65.2%[inhibitor]	7.0%	3.8%	8.2%	-5.3%
COC(=O)C1=C(C(=O)OC)[C@@H]2N(C)c3ccccc3[C@@]23C[C@@H](C(=O)OC)N=C3N1	0.4%[14.2 µM]	6.1%	8.2%&1.1%[10 µM]	-7.2%	nt	6.6%[9.22 µM]	-7.9%[17.4 µM]
c1ccc(-n2ncc3c(NCC4CCCO4)ncnc32)cc1 (centres undefined)	11.1%	-9.7%[38.3 µM]	-35.3%[inhibitor]	-0.5%	-5.0%[15.4 µM]	15.7%	-4.2%
CC1(C)CC(N2CCC(=O)N(C3CC(C)(C)NC(C)(C)C3)C2)CC(C)(C)N1	1.3%	1.4%[38.3 µM]	-5.3%	-1.6%	-5.4%	0.5%	-1.9%
Cc1ccc(CNC(=O)c2ccc(N(C)C)cc2)cc1	5.5%	?	-8.5%[10 µM]	12.5%	9.7%	?	3.5%
O=C(C1=C[C@H](c2csc3ccccc23)C[C@H](OCCCCO)O1)N1CCN(Cc2ccccc2)CC1	-7.6%	6.2%	-6.0%[10 µM]	6.9%	nt	15.4%[9.22 µM]	1.0%
CCOC(=O)C1=C(C)Nc2ccccc2N=C1NC(=O)Cc1ccc(OC)cc1	3.9%	6.8%	0.8%[10 µM]	10.8%	-10.8%	-16.2%	-7.0%
Cc1ccc(-c2nnc3c4ccccc4c(C)nn23)cc1NC(=O)CN1CCOCC1	7.8%	3.2%[38.3 µM]	7.9%	0.5%	-4.0%	-1.0%	3.0%
NC(=S)N/N=C1\CC(c2ccc3c(c2)OCCO3)Oc2ccc(F)cc21 (centres undefined)	9.9%	nt	17.2%[10 µM]	-9.4%	nt	-6.9%[9.22 µM]	5.8%
CCN(CC)CCn1c(N)c(S(=O)(=O)c2ccccc2)c2nc3ccccc3nc21	1.4%	nt	-16.1%[10 µM]	-3.5%	nt	5.5%[9.22 µM]	2.6%
O=S(=O)(/N=C(\c1ccccc1F)N1CCCCC1)c1ccccc1	6.1%	4.9%	3.5%[10 µM]	1.1%	?	-1.1%	-3.3%
O=C(CSc1c[nH]c2ccccc12)N1CCCc2ccccc21	7.6%	15.5%[38.3 µM]	22.4%[10 µM]	-7.5%	0.0%	-1.9%	-3.5%
COCCN(CCOC)c1nc(C)nc2c1nc(-c1ccccc1)n2CC1CCN(C)CC1	6.4%	5.9%	8.1%	nt	nt	nt	9.0%
COCCOC(=O)C1=C(C)Nc2cc(=O)[nH]c(=O)n2C1c1cccc([N+](=O)[O-])c1 (centres undefined)	7.8%	-0.1%	nt	3.9%	4.4%	-6.0%	-13.3%
COc1ccc2c(c1)oc(=O)c1c3ccccc3[nH]c21	-12.3%	1.7%	-38.4%[inhibitor]	-8.1%	-5.7%	11.9%[9.22 µM]	-9.6%
COc1cc(/C=N/Nc2ncc(C(F)(F)F)cc2Cl)cc(OC)c1O	-3.8%	7.5%	7.0%[10 µM]	?	?	-5.4%	3.4%
COc1ccc(S(=O)(=O)N(C)c2ccc(C(=O)NC3CCCC3)cc2)cc1	1.1%	11.5%	?	-8.8%	5.9%	5.8%	3.5%
Cc1ccccc1NC(=O)Cn1c(=O)n(Cc2ccccc2)c(=O)c2c(C)c(C)sc21	6.7%	7.6%	2.7%[10 µM]	-1.1%[76.3 µM]	0.3%	2.8%	-0.7%
CCCC(C)NC(=O)CSCc1ccc(OC)cc1 (centres undefined)	10.2%	0.7%	-31.6%[inhibitor]	17.5%	-2.9%	28.9%	-7.3%
C=CCn1c(SCC(=O)Nc2ccc3c(c2)OCO3)nnc1-c1ccccc1	2.8%	9.4%[38.3 µM]	-19.5%	-3.0%	-6.6%	0.1%	8.6%
O=C(NC1CCCCCC1)C1CCCN(S(=O)(=O)c2cccs2)C1 (centres undefined)	-2.8%	27.2%[38.3 µM]	-19.1%	-1.1%	2.0%	-13.8%	5.8%
CN(C)c1ccc(-c2cncnc2-n2ccnc2)cc1	-11.8%	23.3%	-34.6%[inhibitor]	nt	nt	nt	4.9%
CCCCc1nc2ccccc2c(NC(=O)CNC(C)(C)C)c1CCC	-1.1%	-10.7%[38.3 µM]	-29.6%	4.1%	-2.0%	27.3%	-2.6%
CCOc1ccc2nc(SC3CC(=O)N(c4ccccc4)C3=O)sc2c1 (centres undefined)	21.0%	23.1%[38.3 µM]	-103.2%[inhibitor]	6.2%	-7.7%	?	-5.1%

Looked up one by one from the entries so far:
SMILES	RGS12 GoLoco inh	IMPase Li inh	HTT ATP protect	GAA glycogen mod	GAA inhib	HTT aggregate	aGlu spleen mod
CN(C)c1ccc(-c2cncnc2-n2ccnc2)cc1	-11.8%	23.3%	-34.6%[inhibitor]	nt	nt	nt	4.9%
O=C(Nc1cccnc1)c1ccc2snnc2c1	6.6%	-6.1%[38.3 µM]	-8.1%	7.2%	4.6%	5.7%	-2.7%
